aSyn tox rescue – qHTS of alpha-syn Inhibitors: NCGC Sytravon Library Screen; 94,000 tested, 0.02% active; S. cerevisiae alpha-synuclein toxicity rescue, BacTiter-Glo growth, 24 h; Potency, µM (top dose mostly 46.1 µM), inactives show at the top dose growth rescue (activation), most hits filed as activators; AID 1347070, 2019; active means well fitted activation curve with a large enough effect; inconclusive means small, poorly fitted or top-dose-only effect; further: 0% is about no effect
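Growth restoration measured by BacTiter-Glo luminescence after 24 hr at 30 deg C; alpha-synuclein yeast, raffinose-pregrown to mid-log, were added at OD600=0.02 in galactose medium onto pinned compounds.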
Starred values were filed as active, the others as inactive; ? = inconclusive. Potency means the concentration at half of the fitted maximal effect. Some of the compounds tested. The share of hits here may be higher or lower than overall.

smiles | aSyn tox rescue
CCCCc1nn2c(=O)cc(COC(=O)c3cccc(Cl)c3)nc2s1 | -7.9%
CC1(C)CC(=O)C=C(c2ccc(-c3ccc(OC(F)(F)F)cc3)cc2)C1=O | 1.7%
CCN(CC(=O)Nc1ccc(NC(C)=O)cc1)C(=O)Cc1coc2cc(C)c(C)cc12 | 6.6%
CCCCC12CN3CC(C)(CN(C1)C3c1cc(Br)ccc1O)C2=O (configuration not stated) | 5.7%
CCOc1ccc(CNS(=O)(=O)c2cc3c(cc2C)NC(=O)CO3)cc1 | -2.1%
O=[N+]([O-])c1nn(-c2ccc3c(c2)OCCO3)n(O)c1=NCc1ccc(F)cc1Cl | 12.7%
O=C(Cc1ccc(Cl)cc1)Nc1ccc(Br)cc1 | -7.3%
Cc1cccc2c1c1ccc3c(c1n2C)C(=O)C=CC3=O | -25.0%
COc1ccc(COC(=O)c2ccc(Br)c(S(=O)(=O)N3CCOCC3)c2)cc1F | -13.2%
COc1ccc(NC(=O)CSC2=Nc3ccccc3C3=NC(CC(=O)NCc4ccccc4OC)C(=O)N23)cc1Cl (configuration not stated) | -1.9%
COc1ccccc1N1CCN(S(=O)(=O)CCNC(=O)C(c2ccccc2)c2ccccc2)CC1 | -3.6%
NC(=O)COC(=O)[C@@H]1CC(O)CN1S(=O)(=O)c1ccc2c(c1)OCCO2 (some centres not stated) | 1.2%
O=C(c1ccc2c(c1)N(Cc1ccc(Cl)cc1)C(=O)c1ccccc1S2(=O)=O)N1CCc2ccccc21 | 8.3%
N#C/C(=C\c1ccc(-c2ccccc2C(=O)O)o1)c1nc2ccccc2[nH]1 | 5.8%
Cn1ccsc1=NC(=O)c1cccc(C#N)c1 | 5.6%
O=C1COc2cc(S(=O)(=O)NCc3ccco3)c(Cl)cc2N1 | 1.9%
COC(=O)c1ccccc1NC(=O)[C@H]1O[C@@H]2OC(C)(C)O[C@@H]2[C@H]2OC(C)(C)O[C@H]21 | 3.3%
CC(C)CCNC(=O)c1ccc(OC2CCN(S(=O)(=O)N(C)C)CC2)cc1 | 9.0%
CCc1ccc(NC(=O)CC2C(=O)N(c3cccc(C)c3)C(=O)N2Cc2ccc(F)cc2)cc1 (configuration not stated) | ?
CC1CCCCN1C(=O)CSc1nc2ccccc2nc1Cc1ccccc1 (configuration not stated) | 18.9%
COc1ccc(N2CCN(c3ncnc4c3nc3n4CCCCC3)CC2)cc1 | 8.3%
Cc1ccc(CNS(=O)(=O)c2ccc(Cl)s2)cc1 | 1.9%
Cc1cccc(NC(=O)COC(=O)c2ccc([N+](=O)[O-])o2)c1C | -16.2%
CCn1cc(S(=O)(=O)c2cccc(C)c2)c(=O)c2cc(F)c(N3CCN(c4ccccc4)CC3)cc21 | 13.0%
CCOc1ccc(-n2c(SCC(=O)N3CCc4ccccc43)nnc2-c2c[nH]c3ccccc23)cc1 | -4.7%

Quoted at random: 7 entries already listed
smiles | aSyn tox rescue
COc1ccc(N2CCN(c3ncnc4c3nc3n4CCCCC3)CC2)cc1 | 8.3%
Cc1cccc2c1c1ccc3c(c1n2C)C(=O)C=CC3=O | -25.0%
Cc1cccc(NC(=O)COC(=O)c2ccc([N+](=O)[O-])o2)c1C | -16.2%
CCc1ccc(NC(=O)CC2C(=O)N(c3cccc(C)c3)C(=O)N2Cc2ccc(F)cc2)cc1 (configuration not stated) | ?
N#C/C(=C\c1ccc(-c2ccccc2C(=O)O)o1)c1nc2ccccc2[nH]1 | 5.8%
COc1ccccc1N1CCN(S(=O)(=O)CCNC(=O)C(c2ccccc2)c2ccccc2)CC1 | -3.6%
COC(=O)c1ccccc1NC(=O)[C@H]1O[C@@H]2OC(C)(C)O[C@@H]2[C@H]2OC(C)(C)O[C@H]21 | 3.3%

(further entries)
smiles | aSyn tox rescue
O=C(CSc1nc(=O)n(Cc2ccco2)c2c1CCC2)NCc1ccc(F)cc1 | -1.6%
Cc1cccc(Nc2cc(C)nc3nc(Cc4ccc(Cl)cc4)nn23)c1 | ?
Cc1cc(S(=O)(=O)C(CNC(=O)COc2ccccc2)c2cccs2)ccc1F (configuration not stated) | -6.1%
CCOc1ccccc1NC(=O)CSc1c(C)cnc2c1c(=O)n(C)c(=O)n2C | 6.2%
CC(=O)Nc1ccc(C(=O)Nc2ccc3c(c2)N(C2CCCC2)C(=O)c2ccccc2S3)cc1 | -12.8%
Cc1ccccc1-n1c(/C=C/c2c(C)n(C)c3ccccc23)nc2ccccc2c1=O | 1.8%
CCOC(=O)c1noc2nc(C)n(CC(=O)Nc3ccccc3F)c(=O)c12 | -10.2%
COc1cccc(OC)c1C(=O)Nc1cccc(-c2cn3ccsc3n2)c1 | -2.9%
COc1ccc(NC(=O)CN2C(=O)CSc3ccc(S(=O)(=O)N(C)C)cc32)cc1Cl | -4.3%
COc1cccc(NC(=O)Cn2c(=O)n(Cc3ccco3)c(=O)c3cc(OC)c(OC)cc32)c1 | -3.7%
FC(F)(F)c1n[nH]c(=S)n1/N=C/c1ccco1 | -9.0%
O=C(CCNC(=O)c1ccccc1Cl)NNC(=O)c1ccccc1O | -1.0%
Cc1sc2ncn(CC(=O)N(C)c3cccc(C(F)(F)F)c3)c(=O)c2c1S(=O)(=O)N1CCN(c2ncccn2)CC1 | 3.8%
COC(=O)c1ccc(Oc2c(F)c(F)nc(N3CCOCC3)c2F)cc1 | 5.1%
O=C(Nc1ccc(S(=O)(=O)N2CCCCC2)cc1)C1CC(=O)N(Cc2ccccc2)C1 (configuration not stated) | -2.9%
COc1ccc(Br)cc1C1Sc2ccccc2NC2=C1C(=O)c1ccccc12 (configuration not stated) | -4.4%
COc1cccc(CN2C(=O)C3(SCC(=O)N3c3ccc(F)cc3)c3ccccc32)c1 (configuration not stated) | -18.1%
COc1cccc(CNC(=O)C(=O)NCC(c2ccco2)S(=O)(=O)c2ccccc2)c1 (configuration not stated) | -10.8%
CN(C)/C=N/S(=O)(=O)c1ccc(Cl)c(Cl)c1 | 1.7%
CCOC(=O)c1ccc(Oc2nc(C)nc3c2oc2ccccc23)cc1 | 0.9%
CC(CNC(=O)CN(C)CC(=O)Nc1ccccc1Br)c1ccccc1 (configuration not stated) | 6.3%
COc1ccc(N2CCN(C(=O)c3ccc(Nc4nc5ccccc5n5nnnc45)cc3)CC2)cc1 | 0.5%
O=C(NCCc1nc2ccccc2n1Cc1ccccc1F)c1ccc(F)cc1 | 1.8%
COc1ccccc1C1Nc2ccccc2-n2c(-c3ccccc3)c3c(=O)n(C)c(=O)n(C)c3c21 (configuration not stated) | -9.2%
CC(NC(=O)c1ccc2nc(Cc3cccc(Cl)c3)oc2c1)c1ccncn1 (configuration not stated) | -4.0%

Next records.
smiles | aSyn tox rescue
CCCCn1nc(NC(=O)c2cccc(Cl)c2)c2cc3ccccc3nc21 | -10.6%
CN1CCN(c2ccc3sc(-n4ccc5ccccc54)nc3c2)CC1 | -22.0%
Cc1ccc(CN2CCN(C3CCN(C(=O)OC(C)(C)C)CC3)C(=O)C2=O)cc1 | -2.2%
Cc1cc(C)cc(NC(=O)CCCn2c(=O)c3cccn3c3ccccc32)c1 | -1.6%
COc1cc(C(C(=O)NCC2CCCO2)N(C(=O)Cn2nnc3ccccc32)c2ccc(OC)c(OC)c2)ccc1O (configuration not stated) | 4.0%
COCCCn1c(=N)c(C(=O)NCc2ccco2)cc2c(=O)n3cccc(C)c3nc21 | -5.6%
Cn1c(N)c(C(=O)COC(=O)C2CCCN2C(=O)c2cccs2)c(=O)n(C)c1=O (configuration not stated) | -12.0%
Cc1ccc(NC(=O)CSc2nnc(C)n3c2cc2sccc23)c(C)c1 | -4.9%
CCOc1ccc(S(=O)(=O)N2CCCC2)c2ccccc12 | -9.2%
CC(C)=NNc1nc2c(c(=O)n(C)c(=O)n2C)n1CCc1ccccc1 | -3.5%
COc1cc(NC(=O)CSc2nc3[nH]ncc3c(=O)n2-c2ccccc2)cc(OC)c1OC | -6.6%
O=C1c2[nH]nc(-c3ccccc3O)c2C(c2cccc(O)c2)N1Cc1ccncc1 (configuration not stated) | -2.7%
CCOc1ccccc1NC(=O)CC(c1ccc(F)cc1)N1Cc2ccccc2C1=O (configuration not stated) | 0.8%
Cc1cccc(C(=O)NCC(=O)NCC2COc3ccccc3O2)c1 (configuration not stated) | -2.7%
Cc1ccc2c(c1)sc1nc(-c3cc4ccccc4oc3=O)cn12 | 1.9%
CCOC(=O)c1c(C)c(-c2ccccc2)n(CC(=O)NCc2cccc(OC)c2)c1C | -10.0%
CCCc1cc(C(=O)Nc2ccccc2C(=O)OC)no1 | 5.6%
Cc1ccc(Nc2nnc(SCC(=O)Nc3ccccc3[N+](=O)[O-])s2)cc1 | -9.7%
COc1cccc(NC(=O)Cn2c(=O)oc3cc(S(=O)(=O)N4CCCC4)ccc32)c1 | -10.8%
O=C(O)C1CCN(C(=O)c2cccc3ccccc23)CC1 | 11.5%
CCn1cc(C(=O)O)c(=O)c2cc(F)c(N3CCN(C(=S)NC(=O)c4ccc(F)cc4)CC3)cc21 | -18.2%
CC1=C(C(=O)Nc2ccc(C)cc2C)C(c2ccccc2F)n2nc(SCC(=O)c3ccc(C)cc3)nc2N1 (configuration not stated) | -3.2%
O=C(CCc1nc2ccccc2c(=O)[nH]1)Nc1nc(-c2cccs2)cs1 | 1.4%
CCCCN(C(=O)CCNC(=O)NC12CC3CC(CC(C3)C1)C2)c1c(N)n(CCC)c(=O)[nH]c1=O | -6.4%
Cc1ccc2c(c1)N(S(=O)(=O)c1ccc3c(c1)NC(=O)CC(=O)N3)CCO2 | -2.1%

(continued)
smiles | aSyn tox rescue
CCOC(=O)c1cc(OC(=O)c2cccc(F)c2)n(-c2ccccc2)n1 | 3.3%
O=C(CC1SC(=Nc2ccc3c(c2)OCCO3)NC1=O)Nc1ccc(F)cc1F (configuration not stated) | 4.8%
CC1(c2ccccc2)NC(=O)N(N)C1=O (configuration not stated) | -2.3%
CCOc1ccc(NC(=O)/C=C\C(=O)N(c2ccc(C(C)C)cc2)C(C(=O)NCc2ccco2)c2ccc(F)cc2)cc1 (configuration not stated) | 8.4%
CSc1ccc(CCNC(=O)CCc2c(C)nc3ncnn3c2C)cc1 | -5.2%
CCC1(C)SC(N)=NN1C(C)=O (configuration not stated) | -1.5%
O=C(NCCc1c[nH]c2ccc(Cl)cc12)c1ccc([N+](=O)[O-])cc1 | 1.4%
O=C(Nc1c(O)c2ccccc2oc1=O)c1cccc(F)c1 | -17.9%
COC(=O)c1cccc(N(C(=O)c2ccco2)C(C(=O)NC2CCCC2)c2ccc(N3CCOCC3)cc2)c1 (configuration not stated) | 16.0%
CCC(=O)N1c2ccccc2CC1C(=O)NCCCN1CCN(c2cc(C)ccc2C)CC1 (configuration not stated) | -5.6%
COCCNC(=O)CSc1nc2ccccc2nc1Cc1ccc(C)cc1 | 3.2%
CC1(C)N=C(N)N=C(N)N1c1cccc(CN)c1 | 2.2%
COCCn1c(C)cc(C(=O)CSc2nc(C)c(C)c(C)n2)c1C | 16.1%
CCn1cc(/C=N\NC(=O)c2ccccc2Cl)cn1 | -9.4%
CCCCOc1ccc(C(=O)NCCS(=O)(=O)N2CCN(c3ccccc3OC)CC2)cc1 | ?
Cc1ccn2c(Nc3ccc4c(c3)OCCO4)c(-c3ccc(Cl)s3)nc2c1 | -11.2%
O=C(Nc1cccnc1)c1cc(-c2cccc(Cl)c2)on1 | -16.1%
C/C(=N\O)c1oc2ccc3c(C)cc(=O)oc3c2c1C | -3.5%
CCCn1c(CCC(=O)O)nc2cc(S(N)(=O)=O)ccc21 | -2.1%
CC(=O)Cc1nsc(NC(=O)c2ccc(Cl)cc2Cl)n1 | -6.7%
CC(=O)Nc1nonc1-c1nnc(SCC(=O)Nc2cccc(C)c2C)n1-c1ccccc1 | 5.3%
COc1ccc(-c2nc3scc(CCNC(=O)c4cccc(Br)c4)n3n2)cc1 | 5.4%
O=C(O)/C=C/C(=O)Nc1ccc(O)cc1 | 6.9%
CCc1cnc2c(c1SCC(=O)c1ccc(Cl)cc1)c(=O)n(C)c(=O)n2C | -8.9%
N#CC1c2ccccc2-c2ccccc2N1C(=O)c1ccccc1 (configuration not stated) | ?

3 compounds already listed, sorted by SMILES length, lowest first.
smiles | aSyn tox rescue
CC1(c2ccccc2)NC(=O)N(N)C1=O (configuration not stated) | -2.3%
C/C(=N\O)c1oc2ccc3c(C)cc(=O)oc3c2c1C | -3.5%
CCCn1c(CCC(=O)O)nc2cc(S(N)(=O)=O)ccc21 | -2.1%

The list goes on:
smiles | aSyn tox rescue
Cc1ccn2c(NC(=O)c3cccc(Cl)c3)c(-c3ccccc3)nc2c1 | 7.7%
O=C(Cn1ncn2nc(-c3cccs3)cc2c1=O)NCc1cccc(Br)c1 | 4.1%
CCN(CC)S(=O)(=O)c1ccc(OC)c(NC(=O)CC2CCCC2)c1 | 3.8%
CCCCCOC(=O)CSc1nc2sc3c(c2c(=O)n1Cc1ccccc1)CC(C)(C)OC3 | 6.2%
Nc1c(OS(=O)(=O)c2ccccc2)cccc1OS(=O)(=O)c1ccccc1 | -7.1%
N#CC1(NC(=O)COC(=O)c2ccc(Cl)nc2)CCCCC1 | -7.6%
CCOc1ccc(NC(=O)N(C)CCc2c(C)nn(C)c2C)cc1 | -5.7%
COc1cc([N+](=O)[O-])cc(/C=C2/SC(=S)N(Cc3ccccc3)C2=O)c1O | -15.7%
Cc1ccc(C)c(NC(=O)CN(C)C(=O)c2oc3c(Cl)cccc3c2C)c1 | 6.1%
O=C(CN(C(=O)c1nsc(Cl)c1Cl)c1ccc(F)cc1)NC1CCCC1 | 1.8%
Cc1c2cnn(-c3ccccc3)c(=O)c2c(C)n1C(C)C(=O)Nc1ccc(Br)cc1F (configuration not stated) | -3.6%
CC1=Nc2ccccc2N=C(NC(=O)c2ccccc2)C1c1ccccc1 (configuration not stated) | -6.4%
CCc1cc(C(=O)Nc2sc(C)c(CC)c2C#N)no1 | -16.9%
